12-LOX inh: Primary qHTS assay for inhibitors of human arachidonate 12S-lipoxygenase (ALOX12): Round 2 | 580,000 compounds, 1.1% hits | Potency, µM (series often up to 108 µM), for inactives: at the top dose activity change, negative = inhibition, usual class: inhibitors | AID 1671190, 2021 | purified 12hLO, xylenol orange hydroperoxide absorbance | Polyunsaturated fatty acid lipoxygenase ALOX12 (Homo sapiens), P18054
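Hydroperoxide product was detected by ferrous iron/xylenol orange as the 573 to 405 nm absorbance ratio. Arachidonic acid at 40 uM (final) was turned over for 30 min at room temperature by 150 nM human 12hLO, pH 7.0 Hepes buffer, after 15 min compound preincubation.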
GLS inhibitor: qHTS for Inhibitors of Glutaminase (GLS); GLS enzymatic activity, qHTS titration; 410,000 compounds, 0.21% hits; AID 624170, 2012; Potency, µM (highest dose often 45.5 µM), for the others: at the highest dose activity change, negative = inhibition, hits mostly inhibitors; Glutaminase kidney isoform, mitochondrial (Homo sapiens), O94925
Target sequence (O94925 whole entry, looked up, canonical isoform): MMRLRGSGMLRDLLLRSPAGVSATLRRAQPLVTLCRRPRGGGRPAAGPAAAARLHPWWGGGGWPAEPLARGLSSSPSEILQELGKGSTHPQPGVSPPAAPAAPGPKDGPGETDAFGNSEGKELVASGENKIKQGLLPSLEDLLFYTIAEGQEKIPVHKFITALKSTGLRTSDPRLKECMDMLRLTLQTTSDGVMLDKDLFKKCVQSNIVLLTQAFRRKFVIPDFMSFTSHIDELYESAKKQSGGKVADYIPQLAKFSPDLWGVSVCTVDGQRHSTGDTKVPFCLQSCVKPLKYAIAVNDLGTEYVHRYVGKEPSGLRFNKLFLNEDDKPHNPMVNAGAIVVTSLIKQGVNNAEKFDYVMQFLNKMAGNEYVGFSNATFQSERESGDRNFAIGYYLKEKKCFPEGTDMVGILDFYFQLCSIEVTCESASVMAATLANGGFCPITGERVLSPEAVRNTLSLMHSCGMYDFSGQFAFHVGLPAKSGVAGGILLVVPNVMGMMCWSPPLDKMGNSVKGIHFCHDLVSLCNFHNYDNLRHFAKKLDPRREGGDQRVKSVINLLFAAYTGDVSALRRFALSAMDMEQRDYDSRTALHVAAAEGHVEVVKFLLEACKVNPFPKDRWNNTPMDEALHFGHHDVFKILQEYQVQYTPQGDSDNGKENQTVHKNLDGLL
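hKGA in 45 mM KH2PO4 (pH 8.2), 0.02% Tween-20 with compound, then 1mM L-Glutamine (stock as added) plus glutamate oxidase/HRP/Amplex red coupling mix. Fluorescence read initially and after 30 min at RT; signal change reflects glutamate formation.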
Active calls of the source: *; u = inconclusive; [ ] = remark or other dose. The call rests on the fitted dose curve; in most records, active means well fitted inhibition curve with a large enough effect; inconclusive means small, poorly fitted or top-dose-only effect, or another doubt; inactive means no such curve, though single readings can be large or run the other way. On the % scale 0 is the no-effect control and ±100 the full control effect; potency means the concentration at half of the fitted maximal effect. The list is partial (hit frequency here may not be typical).

Start of the listing, in advance:
Second line of a record – 12-LOX inh, GLS inhibitor
CCc1nc2c(OCCc3cccc(OC)c3)cccn2c1N(C=O)Cc1ccccc1
  -50%, -2%
CC1C(O)=C(c2ccccc2)P(=O)(Cc2ccccc2)C1C (stereo not drawn)
  -5%, 13%
COC(=O)N1CCCCC1c1cc(C(=O)NCc2ccccc2)no1 (stereo not drawn)
  11%, -2%
Cc1ccc2nc(-c3ccc(F)cc3)c(CC3CCCCC3)n2c1
  -19%, -11%
CCCCn1nnnc1C(c1cc2ccccc2o1)N(C)Cc1ccccc1 (stereo not drawn)
  -3%, -3%
CCCc1nc2c3ccccc3ccn2c1Cc1ccc(OC)cc1C
  u, 9%

The list itself, repeating the preview:
Second line of a record – 12-LOX inh, GLS inhibitor
CCc1nc2c(OCCc3cccc(OC)c3)cccn2c1N(C=O)Cc1ccccc1
  -50%, -2%
CC1C(O)=C(c2ccccc2)P(=O)(Cc2ccccc2)C1C (stereo not drawn)
  -5%, 13%
COC(=O)N1CCCCC1c1cc(C(=O)NCc2ccccc2)no1 (stereo not drawn)
  11%, -2%
Cc1ccc2nc(-c3ccc(F)cc3)c(CC3CCCCC3)n2c1
  -19%, -11%
CCCCn1nnnc1C(c1cc2ccccc2o1)N(C)Cc1ccccc1 (stereo not drawn)
  -3%, -3%
CCCc1nc2c3ccccc3ccn2c1Cc1ccc(OC)cc1C
  u, 9%
O=C(NCc1cccc(Cl)c1)c1ccc(-c2ccc(F)c(F)c2)c2ccoc12
  8%, 3%
CN1CCC(N2CCN(C3CN(Cc4cn(Cc5ccc(F)cc5)nn4)S(=O)(=O)C3)CC2)CC1 (stereo not drawn)
  u, 12%
OC(c1ccc(-c2ccccc2)cc1)c1ncc(-c2ccc(F)cc2)[nH]1 (stereo not drawn)
  -2%, -1%
CC(=O)NC(c1ccccc1)c1nc(-c2ccc(F)c(Cl)c2)cs1 (stereo not drawn)
  -26%, 13%
CCOC(=O)[C@]12CCCC=C1N(Cc1cccc3ccccc13)C(=O)[C@H](CC(=O)N1CCC(c3ccccc3)CC1)C2
  -16%, 3%
COCCNC(=O)C1(C)CCN(C(=O)c2cc(C)nn2C(C)(C)C)C1 (stereo not drawn)
  -9%, -3%
CC(=O)Oc1ccc(Cn2c(C)c(C(=O)NCCC#N)sc2=O)cc1
  19%, -26%
Cc1cccc(C)c1-n1nnnc1C1(C)CCC(=O)N1Cc1cccnc1 (stereo not drawn)
  -5%, u
O=C(NCC(O)c1nc2ccccc2[nH]1)c1cc2ccccc2[nH]1 (stereo not drawn)
  -2%, -4%
Fc1ccc(-c2nc3c(Cl)cc(C(F)(F)F)cn3c2Cc2cccc(Cl)c2)cc1
  u, -30%
COc1ccc(C(O)c2nc(-c3cnc4ccccc4c3)cs2)cc1 (stereo not drawn)
  0%, -4%
COc1ccc(-c2csc(C(O)c3ccc(F)cc3)n2)cc1 (stereo not drawn)
  -9%, 5%
Cc1cccnc1C1=NOC(Cc2ccccc2)C(=O)N1Cc1ccc2c(c1)OCO2 (stereo not drawn)
  -12%, 3%
N#CCCN(Cc1ccccc1)C(C(=O)NC1CCCCC1)c1cc2ccccc2o1 (stereo not drawn)
  7%, -1%

Additional entries.
Second line of a record – 12-LOX inh, GLS inhibitor
C[C@H](NC(=O)CC[C@H]1O[C@@H](n2ccc(=O)[nH]c2=O)[C@H](O)[C@@H]1O)c1cccc2ccccc12
  2%, -2%
C[C@H](O)[C@@H]1C(=O)N2CCc3c([nH]c4ccccc34)[C@@H]2C[C@@H]1N(C)C(=O)Nc1cccc2ccccc12
  -3%, u
CN1C(CSCC(F)(F)F)Nc2cc(Cl)c(S(N)(=O)=O)cc2S1(=O)=O (stereo not drawn)
  -10%[22.9 µM], -4%
CC(=O)Nc1ccc(NC(=O)C2(C)Cc3c(-c4cccc(NC(C)=O)c4)ccnc3O2)cc1 (stereo not drawn)
  10%, 3%
CCC(=O)N1CCC1(C)C(=O)Nc1ccc2c(c1)CCN2C(C)=O (stereo not drawn)
  0%, 4%
NC(c1csc(NC(=O)Nc2cccc(Cl)c2)n1)C1CCCCC1 (stereo not drawn)
  u, 9%
CCN(CC)C(=O)c1cccc(-c2csc(C(C)(O)c3ccc(OC)cc3)n2)c1 (stereo not drawn)
  10%, 1%
CC(=O)C1=CCC(c2ccc(C(C)C)cc2)N(S(=O)(=O)c2ccc(C)cc2)C1 (stereo not drawn)
  -2%, -13%
FC(F)(F)c1ccccc1Cc1c(-c2ccco2)nc2ccc(Br)cn12
  35µM*, u
CCCCc1c(-c2ccc(F)cc2)ncn1CCc1ccccc1OC
  u, 10%
Cc1ccc(C=NNC(=O)C(=O)Nc2ccc(Cl)c([N+](=O)[O-])c2)cc1
  10%, u
CC(C)n1nnnc1C1c2ccccc2C(=O)N1Cc1cccs1 (stereo not drawn)
  -3%, -2%
COc1ccc(CN2C(=O)c3ccccc3C2c2nnnn2-c2c(C)cccc2C)cc1OC (stereo not drawn)
  -27%, 2%
COc1ccc(-c2c(C(=O)c3ccccc3)[nH]c(N)c2C(N)=O)cc1OC
  10%, 40%[activator]
CCc1nc2ccc(C(=O)NCCNC(C)=O)cn2c1N(CCC(C)C)CCN(C)C
  1%, 29%
COc1ccc(NC(=O)C2Cc3c(-c4cccc(NC(C)=O)c4)ccnc3O2)cn1 (stereo not drawn)
  1%, -20%
CC(C)(C)c1ccc(C(=O)N2CCC2(C)C(=O)NCc2ccc3c(c2)OCO3)cc1 (stereo not drawn)
  0%, -2%
COc1ccc(S(=O)(=O)NC(=O)C2(C)CCN2C(=O)COc2ccc(Cl)cc2)cc1 (stereo not drawn)
  0%, 19%
CCCS(=O)(=O)NC(=O)C1(C)CCCN(C(=O)c2ccc(C(=O)OC)cc2)C1 (stereo not drawn)
  -13%, -13%
CSc1ccccc1NC(=O)C1(C)CCN1C(=O)CCC1CCCC1 (stereo not drawn)
  -8%, 1%

More records
Second line of a record – 12-LOX inh, GLS inhibitor
C=CCNc1ncnc2c1ncn2[C@H]1CN(Cc2ccc(F)cc2)C[C@@H](CO)O1
  -13%, 0%
CCCCCc1c(-c2ccccc2OC)ncn1CCc1ccccc1OC
  -47%, -9%
COc1ccccc1Cc1c(-c2ccc(C#N)cc2)nc2ccc(Br)cn12
  25µM*, 8%
Cn1c(=O)c2cc(NC(=O)NCCc3cccs3)ccc2n1Cc1cccc(C(F)(F)F)c1
  u, 0%
CCOC(=O)[C@]12CCC=C1N(Cc1cccc3ccccc13)C(=O)[C@H](CC(=O)NCc1cccc(C(F)(F)F)c1)C2
  -45%, 4%
CCOC(=O)C1(C)CCCN(C(=O)c2cccc(OC(F)(F)F)c2)C1 (stereo not drawn)
  0%, 0%
CCOC(=O)C(=O)N(C)c1c(CC)nc2c(OCc3cccc(Cl)c3)cccn12
  u, -6%
C=CCNc1ncnc2c1ncn2[C@H]1CN(CCN2CCOCC2)C[C@@H](CO)O1
  -2%, 1%
Cn1cnc(S(=O)(=O)N2CCCCC2c2cc(C(=O)NCc3ccc(F)cc3)no2)c1 (stereo not drawn)
  -48%, -8%
CCCCN1CCCCC1(C)C(=O)NCc1cccc(OC)c1 (stereo not drawn)
  17%, 11%
O=c1[nH]nnc2c1ncn2C1OC(CO)C(O)C1O (stereo not drawn)
  u, -1%
CC1(Cc2ccccc2C#N)C(=O)Nc2cc(-c3ccccc3Cl)ccc21 (stereo not drawn)
  -23%, -8%
Cc1ccc(S(=O)(=O)NC(=O)C2(C)CCN2C(=O)c2ccccc2)nc1 (stereo not drawn)
  -19%, 0%
CCCS(=O)(=O)NC(=O)C1(C)CCN(C(=O)c2ccc(C(F)(F)F)cc2)C1 (stereo not drawn)
  -7%, 7%
COc1ccc(-c2nc3ccc(C)cn3c2CC2CCCCC2)cc1OC
  u, 1%
COc1cccc(-c2cnc3c(NC(C)=O)cc(-c4cccc(C(=O)N(C)C)c4)cn23)c1
  1%, 0%
Cc1c(C(=O)NCc2ccc([N+](=O)[O-])cc2)sc(=O)n1Cc1ccc(-c2ccccc2)cc1
  7%, -19%
Cc1[nH]ncc1Nc1c(C(C)C)cccc1C(C)C
  u, 29%
CCCCn1nnnc1C(c1ccccc1)N1CCN(c2cc(C)ccc2C)CC1 (stereo not drawn)
  -2%, 13%
FC(F)(F)c1ccccc1Cc1c(-c2cccc(Br)c2)nc2c3ccccc3ccn12
  0%, 5%

(further entries)
Second line of a record – 12-LOX inh, GLS inhibitor
COc1ccc(C(=O)N2CCCCC2c2cc(C(=O)Nc3ccccc3)no2)cc1 (stereo not drawn)
  -13%, 2%
O=c1[nH]c(=S)[nH]c2c1[C@H](CCc1cccc(Cl)c1)O[C@H](C1CCCC1)C2
  u, 5%
CN(C)c1ccc(-c2ccnc3c2CC(C)(C(=O)NCCc2ccccc2)O3)cc1 (stereo not drawn)
  -22%, 37%[activator]
O=C1c2ccccc2C(c2nnnn2-c2ccc3c(c2)OCCO3)N1C1CC1 (stereo not drawn)
  -8%, 0%
OC[C@@H]1CN(CCN2CCOCC2)C[C@H](n2cnc3c(NCc4ccco4)ncnc32)O1
  -7%, 0%
CCCCC(c1nc2ccccc2[nH]1)n1c(=O)c(-c2ccccc2)nc2cc(C)c(C)cc21 (stereo not drawn)
  -11%, 2%
OC[C@@H]1CN(Cc2cccs2)C[C@H](n2cnc3c(N4CCCC4)ncnc32)O1
  -12%, 0%
O=C1NC[C@@H](CCCCN2C[C@H](Cc3ccc(O)cc3)N(Cc3ccccc3)C(=O)C2=O)N(CC2CCCCC2)C1=O
  u, -7%
O=C1C(c2ccccc2)CN1Cc1ccccc1 (stereo not drawn)
  u, -4%
CC1(Cc2ccc(S(C)(=O)=O)cc2)C(=O)Nc2ccc(Cl)cc21 (stereo not drawn)
  24%, -1%
CC(=O)CCC(=O)CNC(=O)CC[C@H]1O[C@@H](n2ccc(=O)[nH]c2=O)[C@H](O)[C@@H]1O
  u, 12%
CSc1ccc(OC2(C)CCN(Cc3ccccc3)C2)cc1 (stereo not drawn)
  -7%, 7%
CSc1ccc(Cn2c(C)c(C(=O)NCc3ccc4c(c3)OCO4)sc2=O)cc1
  -23%, 2%
CSc1ccccc1CNc1nc(NCC2CC2)nc2ccsc12
  u, 0%
COc1ccc(C(=O)c2[nH]c(N)c(C(=O)NCCc3c[nH]c4ccccc34)c2-c2ccc(Cl)c(F)c2)cc1
  116%[activator], 4%
Cc1cn([C@H]2C[C@H](O)[C@@H](CCC(=O)NCCc3cccs3)O2)c(=O)[nH]c1=O
  -31%, -3%
CC1(C(=O)NS(=O)(=O)c2cccc(C#N)c2)CCN1C(=O)c1ccccc1CCc1ccccc1 (stereo not drawn)
  u, 13%
COc1ccc(-c2[nH][nH]c(=O)c2NC(=O)c2ccc([N+](=O)[O-])cc2)cc1
  u, 46%[activator]
O=C1CC(=O)N(C2CCCCC2)C(=O)N1c1ccccc1S(=O)(=O)Oc1ccccc1
  u, 14%
CCC(=O)N1CCCC(C(=O)Nc2nc3ccccc3[nH]2)CC1 (stereo not drawn)
  -5%, 1%

Profiles, looked up by structure. Screens in order: 12-LOX inh | GLS inhibitor
Entry for CSc1ccc(OC2(C)CCN(Cc3ccccc3)C2)cc1 (stereo not drawn) = -7% | 7%
Entry for CC1(C(=O)NS(=O)(=O)c2cccc(C#N)c2)CCN1C(=O)c1ccccc1CCc1ccccc1 (stereo not drawn) = u | 13%
Entry for OC[C@@H]1CN(Cc2cccs2)C[C@H](n2cnc3c(N4CCCC4)ncnc32)O1 = -12% | 0%

Remaining list, next part:
Second line of a record – 12-LOX inh, GLS inhibitor
CCCCN(C)C(=O)c1sc(=O)n(Cc2c(C)noc2C)c1C
  19%, 5%
COc1ccc(CN2C(=O)C(CC(=O)NCCN3CCOCC3)CC(C(=O)N3CCCCCC3)=C2C)cc1 (stereo not drawn)
  14%, -12%
O=S1(=O)CC(N2CCN(CC3CC3)CC2)CN1Cc1ccc(F)cc1 (stereo not drawn)
  -23%, 7%
CC(=O)c1ccc2c(c1)N(Cc1ccccc1Cl)C(=O)C(C)S2 (stereo not drawn)
  8%, 4%
COc1cc2c(cc1OC(C)=O)C(=O)CCCC2
  -48%, -14%
CCNC(=O)C1(C)CCN(Cc2cccc(C(F)(F)F)c2)C1 (stereo not drawn)
  -22%, 0%
COc1ccc(C#Cc2cccc(-c3nc(C(=O)NCc4ccc(Oc5ccccc5)cc4)cc4c3[C@@H](CCO)N(S(=O)C(C)(C)C)C4)c2)cc1OC (stereo partly drawn)
  u, -3%
O=C(Nc1ccccc1Cl)c1cc(C2CCCN(C(=O)c3cccc(O)c3)C2)on1 (stereo not drawn)
  -16%, 8%
COc1cc(CNc2ncnc3c2ncn3[C@H]2CN(Cc3ccncc3)C[C@@H](CO)O2)cc(OC)c1OC
  -4%, 1%
COC(=O)[C@]12CCCCC=C1N(Cc1ccccc1)C(=O)[C@H](CC(=O)NCc1ccc(C)o1)C2
  u, -3%
CSc1ccc(CN2CCC2(C)C(=O)Nc2ccc3c(c2)OCO3)cc1 (stereo not drawn)
  -8%, -2%
Cc1cccc(C)c1NC(=O)C1c2ccccc2OCC(=O)N1C1CC1 (stereo not drawn)
  0%, 1%
NC(CCc1ccccc1)c1csc(NC(=O)Nc2cccc(C(F)(F)F)c2)n1 (stereo not drawn)
  u, 23%

Source: PubChem BioAssay
